# Screening data (PubChem)
# NPR1 activator – GC-A (human) enzyme activation | P16066 | HEK293 GC-A cells, cGMP TR-FRET, EC30 ANP; 0% at EC30 ANP, 100% saturating ANP | activation, % at 10 µM | 370,000 tested, 0.14% active | AID 1671463; in the data active = activation above about 40%
# Target sequence (P16066 whole entry, looked up): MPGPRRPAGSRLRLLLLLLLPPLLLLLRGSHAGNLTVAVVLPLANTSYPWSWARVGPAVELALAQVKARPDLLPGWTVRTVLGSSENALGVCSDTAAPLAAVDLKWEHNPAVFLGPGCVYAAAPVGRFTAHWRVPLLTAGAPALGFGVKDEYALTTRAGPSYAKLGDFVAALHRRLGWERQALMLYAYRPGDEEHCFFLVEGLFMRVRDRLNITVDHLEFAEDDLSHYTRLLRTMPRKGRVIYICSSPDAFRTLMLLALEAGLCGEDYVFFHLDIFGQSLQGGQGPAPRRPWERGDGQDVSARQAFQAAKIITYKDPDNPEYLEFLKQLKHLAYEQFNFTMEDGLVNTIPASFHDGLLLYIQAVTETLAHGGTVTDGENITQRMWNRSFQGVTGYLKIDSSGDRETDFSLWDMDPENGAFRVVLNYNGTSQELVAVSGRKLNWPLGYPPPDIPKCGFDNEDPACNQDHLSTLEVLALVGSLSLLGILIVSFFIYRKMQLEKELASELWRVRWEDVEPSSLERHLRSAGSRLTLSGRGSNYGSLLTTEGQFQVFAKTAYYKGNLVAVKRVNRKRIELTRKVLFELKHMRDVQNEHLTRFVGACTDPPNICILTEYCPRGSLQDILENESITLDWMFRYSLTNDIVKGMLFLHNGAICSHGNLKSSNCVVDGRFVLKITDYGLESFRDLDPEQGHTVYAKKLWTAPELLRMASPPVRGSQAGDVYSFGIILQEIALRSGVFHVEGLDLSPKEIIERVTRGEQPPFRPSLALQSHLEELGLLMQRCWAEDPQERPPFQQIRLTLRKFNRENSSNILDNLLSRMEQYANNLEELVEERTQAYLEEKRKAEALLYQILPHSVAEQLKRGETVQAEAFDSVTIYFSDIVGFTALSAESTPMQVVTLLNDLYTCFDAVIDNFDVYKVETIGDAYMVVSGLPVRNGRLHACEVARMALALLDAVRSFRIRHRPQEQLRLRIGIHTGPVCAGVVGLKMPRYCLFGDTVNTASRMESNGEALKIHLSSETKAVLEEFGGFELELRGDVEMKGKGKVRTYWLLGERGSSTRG
# ADAM10 inh – inhibitors of human ADAM10 | inhibition, % at 7 µM | recombinant ADAM10, EDANS/DABCYL FRET peptide cleavage, 3 h | 370,000 tested, 0.62% active | O14672;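 active = inhibition above a per-campaign cutoff equal to the mean of compounds falling between control-based bounds plus 3 SD, cut at about 20% in these data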;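 note: 0% = DMSO wells while the 100% control is not disclosed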
# DAX1 inh-1 – inhibitors of human orphan nuclear receptor DAX1 (NR0B1). AID 504766. 340,000 tested, 0.99% active. inhibition, % at 6.75 µM. HEK293 Gal4-DAX1 luciferase reporter, luminescence. P51843;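 active = inhibition above the mean over all tested compounds plus 3 SD, cut at about 4.2% in these data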;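 note: 0% = DAX1-transfected cells with DMSO and 100% = empty-vector control cells with DMSO; inhibition shows as a rise in luminescence from relieved DAX1 repression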
# ADAM17 inh – ADAM17 inhibition, QFRET primary screen; inhibition, % at 6.95 µM; P78536; 370,000 tested, 0.83% active; recombinant ADAM17, EDANS/DABCYL FRET peptide cleavage;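 active = inhibition above the mean of compounds lying between control limits plus 3 SD, set per campaign, cut at about 8.5% in these data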;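 note: 0% = DMSO-only wells as the low control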
# hgDAF12 agonist – activates the H. glycines DAF-12 receptor ligand-binding domain; 370,000 tested, 1.8% active; AID 687014; HEK293 GAL4-hgDAF12 UAS-luciferase reporter, agonist luminescence; normalized to butyrate control; activation, % at 6.8 µM;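 active = activation above a cutoff set at the mean of all screened compounds plus 3 SD, cut at about 10% in these data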;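 note: 0% = DMSO wells and 100% = sodium butyrate wells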
# DAX1 inh-2 – blocks DAX1 repression of SF-1 activated StAR promoter; HEK293T StAR-luciferase reporter, SF-1/DAX-1 repression relief; inhibition, % at 6.8 µM; 370,000 tested, 1.1% active; AID 652010;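 active = inhibition above the mean over all tested compounds plus 3 SD, cut at about 3.6% in these data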;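 note: 0% = DAX-1 cells with DMSO and 100% = cells lacking DAX-1 with DMSO; higher inhibition means more luminescence from relief of DAX-1 repression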
# SMARCA2 activ – increases SMARCA2 function in MMTV reporter cells. MG213 cells, MMTV-luciferase reporter, dexamethasone, overnight. activation, % at 9.1 µM. 370,000 tested, 1% active; in the data active = activation above about 7.8%;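 note: 0% = vehicle wells and 100% = reference activator wells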
# hcDAF-12 act – activates DAF-12 receptor from parasite H. contortus | activation, % at 6.8 µM | HEK293 hcDAF-12 lit1-tk-luc reporter, luminescence; 0% DMSO, 100% Δ7-dafachronic acid | 370,000 tested, 1.4% active;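 active = activation above the mean of all tested compounds plus 3 SD, cut at about 5.5% in these data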;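 note: 100% = response to 3 µM Δ7-dafachronic acid high control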
# GAA850 FXN act – increases GAA850 frataxin promoter reporter activity. HEK293 lucGAA850 FXN promoter luciferase reporter, 24 h; percent of 10 µM SAHA response. AID 540364. activation, % at 6 µM. 360,000 tested, 0.56% active;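 active = activation above the average of all compounds screened plus 3 SD, cutoff fixed separately per campaign, cut at about 7.5% in these data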;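 note: 0% = DMSO wells and 100% = 10 µM SAHA wells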
# ssDAF-12 act – activates DAF-12 receptor from parasite S. stercoralis | 370,000 tested, 1% active | HEK293 ssDAF-12/GRIP1 lit1-tk-luc reporter, luminescence; % of 3 µM dafachronic acid response | activation, % at 6.8 µM;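 active = activation above the mean over all tested compounds plus 3 SD, cut at about 0.9% in these data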;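 note: 0% = DMSO-only wells and 100% = 3 µM delta7-dafachronic acid wells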
# PG9 binder – PG9 antibody binding by small molecule | TR-FRET gp120-PG9 antibody binding | inhibition, % at 6.7 µM | 360,000 tested, 0.43% active | AID 624416; in the data active = inhibition above about 8.5%
# The depositor's hits bear a star; i = inactive; / = not tested or not shown.
Compound	ADAM17 inh	ssDAF-12 act	ADAM10 inh	PG9 binder	DAX1 inh-2	GAA850 FXN act	hgDAF12 agonist	NPR1 activator	hcDAF-12 act	DAX1 inh-1	SMARCA2 activ
Cc1cc(CNC(=O)COC(=O)C2CC3CCCC(C2)C3=O)cc(C)c1O (stereo not given)	-2	-1.3	-6	-1.2	-0.3	0.1	0.6	1	-1.8	0.6	-2
Cc1ccc(C(=O)NCC(=O)N2CCCN(S(=O)(=O)c3ccc(C)cc3)CC2)cc1	-3	-1.4	-8	1.0	-1.0	0.7	-1.1	1	-0.7	0.2	-2
COc1ccc(S(=O)(=O)Cc2ccc(C(=O)NCc3ccccn3)o2)cc1	-2	-1.1	-14	1.6	-0.4	-0.1	-0.6	2	0.8	2.7	-2
OCCc1ccc(-c2ccc(Cl)cc2)o1	-5	-0.8	-1	-0.1	0.7	2.2	4.2	28	1.2	0.4	2
CC1CCN(C(=O)CSc2nc3c(cnn3-c3ccccc3)c(=O)[nH]2)CC1	0	-1.4	-13	0.8	-0.4	1.5	-0.2	-1	-1.2	0.2	1
CCOc1cc(N2CCOCC2)c(OCC)cc1NC(=O)CN1C(=O)NC(CC)(c2ccc(F)cc2)C1=O (stereo not given)	-4	-0.8	-11	-0.1	0.0	0.8	-2.6	-4	-1.9	-0.6	-4
O=C(CCC(=O)c1ccccc1)Nc1cccnc1	0	-1.5	-5	-2.3	-1.1	1.7	-1.7	-5	0.2	0.7	2
C/C(=N\NC(=O)Cn1c(C)nc2ccccc21)c1cccs1	-2	-2.4	1	-0.9	-1.7	0.4	-2.1	3	-2.8	-1.9	-3
CCOC(=O)N1CCN(CCC(=O)Nc2ccccc2)CC1	-7	-0.7	-1	2.5	-0.1	2.5	1.2	3	0.3	0.0	-2
O=C(CN1CCOCC1)Nc1c(Cl)cc(Cl)cc1Cl	-2	-1.4	-8	0.4	-0.1	2.0	0.0	4	-1.3	0.6	-4
CCCCC(=O)Nc1c2c(nn1-c1cccc(C)c1C)CS(=O)(=O)C2	-3	-1.1	-3	1.3	-0.4	0.0	-0.2	0	1.9	0.9	1
CCCCNC(=O)COC(=O)CCC(=O)c1ccc(F)cc1	3	-0.8	9	-0.6	-0.4	0.2	-1.8	-3	-2.4	0.1	0
O=C(Cc1ccc(Cl)cc1)Nc1cccc(S(=O)(=O)Nc2ccccc2F)c1	2	0.0	10	0.1	-0.6	0.7	-0.1	-4	-1.4	-1.6	-3
CCCC#C/C(CCC)=C1\c2ccccc2C(=O)N1c1ccccc1	-4	-0.6	-10	-2.3	0.8	/	6.7	-4	1.0	/	0
Cc1ccccc1OCCSc1nnc(-c2cccnc2)n1N	-1	-1.1	-1	0.9	0.3	0.8	3.5	1	-2.6	-0.2	-1
NC(=O)NCc1cccnc1	3	-0.4	4	-0.7	0.2	1.3	2.2	-6	-1.6	0.6	-1
CCC(C)c1ccc(OCC(=O)Nc2ccc3[nH]c(=O)[nH]c3c2)cc1 (stereo not given)	-1	-0.8	3	-1.5	-0.5	0.4	-1.3	4	-1.8	0.4	-2
CCOC(=O)c1c(C)[nH]c(C(=O)COC(=O)C23CC4CC(CC(Cl)(C4)C2)C3)c1C	1	-0.4	6	-1.7	-0.2	1.0	-1.6	0	-1.6	-0.6	-4
Cn1c(-c2cccc(Br)c2)cnc1NCc1cccnc1	-1	-0.7	1	-1.3	-0.2	-2.6	0.9	2	-0.1	1.2	1
O=C(NNS(=O)(=O)c1ccccc1)c1cccs1	-5	-1.2	-2	-0.3	-0.2	-4.3	0.9	2	-0.2	-0.6	1
COc1cc(/C=N/NC(=S)Nc2cccnc2)cc(OC)c1O	-9	-1.5	-29	-2.9	-1.3	1.4	1.6	-5	0.2	0.1	5
COC(=O)[C@@]12C[C@@H](CC(=O)NCc3ccccc3)C(=O)N(CCc3ccc(OC)c(OC)c3)C1=CCC(C)(C)C2	2	-1.3	1	0.8	-1.1	/	-2.9	-6	-1.6	/	-9
Cc1c(C(=O)N2CCN(S(=O)(=O)c3ccc(F)cc3)CC2)oc2ccccc12	-3	-0.9	-7	0.2	1.4	1.5	0.9	-1	1.9	-0.1	-3
COC(=O)[C@]12C[C@H](CC(=O)NCCC(C)C)C(=O)N(CCC3=CCCCC3)C1=C[C@H](COCc1ccccc1)O[C@@H]2C	-2	-1.1	2	-0.4	1.5	/	-8.2	-4	-0.8	/	-6
O=C(Nc1cccc(F)c1)c1ccc(S(=O)(=O)N2CCCC2)cc1	0	-1.7	-8	-0.5	0.0	-1.9	-0.6	-3	-2.2	-0.5	1
COC(=O)c1c[nH]c(=S)n1Cc1ccccc1	-2	-1.3	-1	-0.3	-0.5	-1.7	-1.2	-3	1.4	-0.8	1
CN=C1S/C(=C\c2ccc(OCC(=O)OC)c(OC)c2)C(=O)N1C	-2	-0.6	4	-2.9	0.1	0.8	-1.1	-1	-0.1	-2.2	4
Nc1nc(-c2ccccc2)c(-c2ccccc2)s1	6	-0.6	6	-0.8	-0.4	-0.2	-2.8	0	-0.6	2.0	-1
O=S1(=O)CC(N2CCCC2)CN1CCc1ccccc1 (stereo not given)	0	-1.0	-1	2.2	-0.3	/	1.3	-1	-0.4	/	-1
CC(=O)c1ccc(NC(=O)CO/N=C(\C)c2cccs2)cc1	0	-1.5	0	-2.1	-0.4	1.0	2.3	0	-2.7	-0.2	3
CCCN(CC(=O)Nc1ccc(Cl)cc1Cl)C(=O)c1ccc(=O)[nH]c1	-5	-1.2	-1	-1.0	-0.8	4.5	3.7	-1	-1.5	0.7	0
CC(CN1CCCCC1)NC(=O)c1cccs1 (stereo not given)	-1	-1.0	-1	-1.4	-0.1	0.5	1.9	2	1.8	1.4	1
Cc1ccc(S(=O)(=O)NC(C)(C)CSc2nnc(N)s2)cc1	0	-1.3	5	-0.1	0.1	-0.5	-2.0	2	-1.0	-0.7	0
CCS(=O)(=O)N1CCC2(CC1)OCCN2S(=O)(=O)c1ccc(C)cc1	-5	-0.8	-9	0.0	-1.0	0.4	-1.4	1	-1.2	0.1	-2
Cc1cc(N2CCOCC2)nc2ccc(NC(=O)CCC(=O)N3CCC(C)CC3)cc12	-349	-0.3	i	-3.1	2.2	0.5	9.8	1	2.3	0.5	-1
CN(c1ccc(C(=O)NCC2CCCO2)cc1)S(C)(=O)=O (stereo not given)	-1	-1.5	-2	-0.3	1.0	2.2	2.2	0	0.0	0.2	1
Cc1cc(C(=O)Nc2ncn[nH]2)ccc1[N+](=O)[O-]	-1	-1.2	5	-1.0	0.3	-1.1	-2.7	-1	-1.9	-0.2	2
Cn1c(C(=O)OC(C(=O)NC2CCCCC2)c2ccccn2)cc2sccc21 (stereo not given)	-2	-1.6	2	0.2	0.2	-0.1	1.0	-5	-1.3	0.9	1
Cc1nc(CS(=O)(=O)c2ccccn2)sc1C(=O)NNC(=O)c1ccc(Cl)cc1	0	-1.6	-2	-0.1	-0.4	-1.9	-2.0	6	-2.6	0.7	-3
CC(O)(c1ccc(F)c(F)c1)c1nc(-c2cc(F)cc(F)c2)cs1 (stereo not given)	5	-0.8	20*	-1.2	-1.1	-0.2	1.8	-4	-0.1	/	7

# Among those listed so far, four have two or more sulfur atoms:
Compound	ADAM17 inh	ssDAF-12 act	ADAM10 inh	PG9 binder	DAX1 inh-2	GAA850 FXN act	hgDAF12 agonist	NPR1 activator	hcDAF-12 act	DAX1 inh-1	SMARCA2 activ
O=C(NNS(=O)(=O)c1ccccc1)c1cccs1	-5	-1.2	-2	-0.3	-0.2	-4.3	0.9	2	-0.2	-0.6	1
Cc1ccc(S(=O)(=O)NC(C)(C)CSc2nnc(N)s2)cc1	0	-1.3	5	-0.1	0.1	-0.5	-2.0	2	-1.0	-0.7	0
CCS(=O)(=O)N1CCC2(CC1)OCCN2S(=O)(=O)c1ccc(C)cc1	-5	-0.8	-9	0.0	-1.0	0.4	-1.4	1	-1.2	0.1	-2
Cc1nc(CS(=O)(=O)c2ccccn2)sc1C(=O)NNC(=O)c1ccc(Cl)cc1	0	-1.6	-2	-0.1	-0.4	-1.9	-2.0	6	-2.6	0.7	-3

# Remaining list, next part.
Compound	ADAM17 inh	ssDAF-12 act	ADAM10 inh	PG9 binder	DAX1 inh-2	GAA850 FXN act	hgDAF12 agonist	NPR1 activator	hcDAF-12 act	DAX1 inh-1	SMARCA2 activ
O=C(c1ccc(F)cc1)N(NC(=O)C(O)(c1ccccc1)c1ccccc1)c1ccccc1	-2	-1.2	-4	-0.9	-2.0	-2.0	-1.5	-4	-1.4	0.8	-1
Cc1cc(NC(=O)Cc2ccccc2)no1	5	-1.1	-1	0.2	-0.4	2.1	0.4	1	1.6	-0.7	2
Cc1ccc(S(=O)(=O)N/N=C/c2ccc(O)c(O)c2)cc1[N+](=O)[O-]	3	-1.2	-1	-3.2	0.0	2.1	-1.2	0	4.2	1.6	1
O=S(=O)(c1cccs1)N1CCN(c2ccccn2)CC1	-4	-1.8	-8	-0.2	0.0	1.6	2.8	-1	-1.7	0.0	3
O=C(Cn1cc(C(F)(F)F)ccc1=O)NC1CCCC1	-1	-1.6	0	0.4	0.5	1.2	4.0	0	0.8	0.8	-1
O=C(CN1C(=O)CSC1=O)Nc1ccc(N2CCOCC2)cc1	-6	-0.9	-6	0.1	-0.5	-0.5	-1.1	-1	-0.4	0.2	0
CCOC(=O)c1c(N)sn(-c2ccccc2C)c1=S	-3	-1.4	4	1.9	-0.9	0.4	-2.2	5	-2.4	-0.8	-2
COc1cc(/C=N/N(C)C2=NS(=O)(=O)c3ccccc32)cc(OC)c1OC	-5	-1.3	-3	1.4	-0.5	2.0	0.0	21	-1.7	-0.7	0
COc1ccc(S(=O)(=O)Nc2ccc3c(c2)[C@H]2C[C@H](CC(=O)NCC4CC4)O[C@@H](CO)[C@H]2O3)cc1	-4	-0.9	-13	0.1	0.1	0.5	1.3	7	0.7	0.1	-1
CCOc1ccccc1-n1nnnc1SCC(=O)NC(=O)Cc1ccccc1	-6	-0.9	-2	-1.5	-0.9	-0.2	1.9	0	-0.3	0.1	-2
OC(c1ccc(F)cc1)c1ncc(-c2cccc3ccccc23)[nH]1 (stereo not given)	-22	-1.7	-91	-2.3	0.3	0.0	-0.1	-4	0.1	/	-3
O=[N+]([O-])c1ccc(CSC2=NCCS2)cc1	-1	-0.3	9	-1.4	0.0	2.2	3.6	-5	-1.2	2.2	3
COc1ccc(CN2C[C@@H](CO)O[C@@H](n3cnc4c(NCc5cc(OC)c(OC)c(OC)c5)ncnc43)C2)cc1	-3	-1.3	-5	-0.2	-0.7	-1.6	-0.6	5	-2.8	/	-4
COC(=O)C(C(=O)N1CCN(C)CC1)C1CCCCCC1 (stereo not given)	-1	-1.2	4	-3.1	-0.6	-0.4	-0.2	-2	1.5	0.8	0
COc1ccc(CN(C#N)c2nc(C)cc(C)n2)cc1	-2	-1.5	0	0.7	-0.1	2.0	-2.6	5	-2.0	0.2	0
